MITF primary – human MITF inhibition, primary screen | O75030 | AlphaScreen MITF homodimerization, bead proximity signal | inhibition, % at 2.6 µM | actives 0.91% (n = 650,000); in the data active = inhibition above about 50%;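 note: 0% = vehicle wells with protein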
Target sequence (O75030 whole entry, looked up): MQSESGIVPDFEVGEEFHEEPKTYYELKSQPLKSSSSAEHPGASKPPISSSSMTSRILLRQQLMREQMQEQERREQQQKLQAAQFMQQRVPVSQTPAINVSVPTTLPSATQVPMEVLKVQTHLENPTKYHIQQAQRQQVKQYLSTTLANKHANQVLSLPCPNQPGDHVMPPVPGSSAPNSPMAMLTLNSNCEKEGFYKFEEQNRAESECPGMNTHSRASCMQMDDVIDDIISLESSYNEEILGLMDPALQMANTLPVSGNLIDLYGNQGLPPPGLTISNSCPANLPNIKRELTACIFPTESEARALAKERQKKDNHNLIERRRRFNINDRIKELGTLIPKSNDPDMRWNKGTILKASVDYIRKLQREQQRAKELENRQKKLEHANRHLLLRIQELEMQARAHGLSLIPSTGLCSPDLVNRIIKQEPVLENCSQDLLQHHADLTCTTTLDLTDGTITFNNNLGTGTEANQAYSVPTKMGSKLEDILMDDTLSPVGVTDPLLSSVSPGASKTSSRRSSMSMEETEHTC
GPR151 ag – human GPR151 activation; Q8TDV0; PathHunter beta-arrestin GPR151 cells, luminescence; activation, % at 11.2 µM; actives 1% (n = 650,000); in the data active = activation above about 4.9%;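 note: 0% = median of compound wells and 100% = cells with positive control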
Target sequence (Q8TDV0 whole entry, looked up): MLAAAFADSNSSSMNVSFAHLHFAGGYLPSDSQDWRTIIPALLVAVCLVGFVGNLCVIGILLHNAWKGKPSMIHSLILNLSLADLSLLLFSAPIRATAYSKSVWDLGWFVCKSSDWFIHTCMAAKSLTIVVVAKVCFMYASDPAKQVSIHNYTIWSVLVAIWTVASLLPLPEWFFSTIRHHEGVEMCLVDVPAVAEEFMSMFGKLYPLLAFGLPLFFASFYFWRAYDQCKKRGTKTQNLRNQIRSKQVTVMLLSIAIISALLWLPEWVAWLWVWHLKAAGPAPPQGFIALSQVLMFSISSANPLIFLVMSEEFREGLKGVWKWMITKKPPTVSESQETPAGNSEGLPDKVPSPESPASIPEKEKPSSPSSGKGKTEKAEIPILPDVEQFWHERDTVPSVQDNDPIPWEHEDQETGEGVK
TEAD-YAP inh – TEAD-YAP interaction inhibition. HEK-TIYL cells, TEAD-Gal4/YAP UAS-luciferase luminescence. inhibition, % at 9.12 µM. actives 1.4% (n = 640,000); in the data active = inhibition above about 32%;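 note: 0% = median of test compound wells and 100% = reference inhibitor wells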
FBW7 act – activators of human E3 ligase FBW7; Q969H0; AlphaScreen FBW7–phospho-cyclin E peptide binding, activator screen; normalized activity (activation), % at 26.1 µM; actives 0.13% (n = 650,000); AID 1259310; in the data active = normalized activity above about 1.9%;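 note: purified mutant Fbw7 with reduced substrate affinity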
The depositor's hits bear a star; i = inactive; / = not tested or not shown.

SMILES | MITF primary | GPR151 ag | TEAD-YAP inh | FBW7 act
CCCCN(CC)C(=O)CSc1nc2ccsc2c(=O)n1CC(=O)O | -13 | -2.6 | -1 | 0.1
O=C(NCCc1nnc2n1CCN(Cc1cc(F)cc(F)c1)CC2)c1ccoc1 | -25 | -0.5 | 5 | -0.1
COc1ccc(CN2CCNC(=O)C2CC(=O)NCCCn2cccn2)c(OC)c1 (configuration not stated) | -5 | 0.6 | 0 | 0.1
COc1cccc(CN(CCO)C(=O)Nc2ccc(-c3cn[nH]c3)cc2)c1 | 16 | -0.7 | -8 | 1.1
COc1ccc(CCNc2cc(C)nc(Nc3ccccc3)n2)cc1 | -2 | -0.4 | 28 | 0.0
O=C(Cn1c2c(c(-c3ccccc3)cc1=O)CCCC2)NCc1ccc(F)cc1 | 0 | 0.6 | 0 | -0.2
Cc1ccc(C)c(Cc2c(C)nc3nc(SCC(=O)NCc4ccccc4)nn3c2C)c1 | 17 | -1.2 | 5 | 0.3
COc1cc(CC(=O)N2CCCC2c2nc3ccccc3[nH]2)cc(OC)c1OC (configuration not stated) | -1 | 0.6 | -2 | -0.1
O=C(Nc1cnc2cnc(-c3ccsc3)cn12)c1ccncc1 | -5 | -0.4 | 9 | 0.1
CCOc1ccc(/C=C2\Oc3c(ccc(O)c3CN(CC)CC)C2=O)cc1 | -11 | 0.8 | 7 | 0.0
COc1ccc(Br)cc1/C=C(\C#N)c1nn(CCO)c(N)c1C#N | -3 | 1.9 | -19 | -0.1
Cc1ccccc1OCCNC(=O)c1ccc(Oc2ccc(C(F)(F)F)cc2[N+](=O)[O-])cc1 | 10 | -0.8 | -6 | 0.7
CCCN1CCCc2cc(CCNC(=O)Cc3ccc(OC)cc3)ccc21 | 9 | 1.2 | -3 | -0.1
CC1(C)O[C@H]2OC(C(=O)NCC(=O)NCC(=O)Nc3ccccc3O)[C@@H]3OC(C)(C)O[C@@H]3[C@H]2O1 (some centres not stated) | 5 | -0.1 | 1 | -0.1
CC(=O)c1cn(C(=O)C2CCCCC2)c2ccccc12 | -9 | 4.6 | 4 | 0.1

Given as labelled records: four of the compounds above
canonical_smiles: COc1ccc(CN2CCNC(=O)C2CC(=O)NCCCn2cccn2)c(OC)c1 (configuration not stated)
  MITF primary: -5
  GPR151 ag: 0.6
  TEAD-YAP inh: 0
  FBW7 act: 0.1
canonical_smiles: COc1cccc(CN(CCO)C(=O)Nc2ccc(-c3cn[nH]c3)cc2)c1
  MITF primary: 16
  GPR151 ag: -0.7
  TEAD-YAP inh: -8
  FBW7 act: 1.1
canonical_smiles: COc1ccc(CCNc2cc(C)nc(Nc3ccccc3)n2)cc1
  MITF primary: -2
  GPR151 ag: -0.4
  TEAD-YAP inh: 28
  FBW7 act: 0.0
canonical_smiles: O=C(Cn1c2c(c(-c3ccccc3)cc1=O)CCCC2)NCc1ccc(F)cc1
  MITF primary: 0
  GPR151 ag: 0.6
  TEAD-YAP inh: 0
  FBW7 act: -0.2

Other structures follow:
SMILES | MITF primary | GPR151 ag | TEAD-YAP inh | FBW7 act
Cc1cc(NCCN2CCOCC2)nc(Nc2ccncn2)n1 | -18 | 1.2 | -7 | 0.0
COc1ccc(-c2noc(CCC(=O)N(C)c3cc(Cl)ccc3C)n2)cc1 | 2 | 0.7 | -6 | -0.2
O=C(NNC(=O)c1cc([N+](=O)[O-])cc([N+](=O)[O-])c1)c1ccccc1 | 5 | 0.1 | 7 | 0.0
O=C1C2C(C(=O)N1c1ccc(Cl)c(C(F)(F)F)c1)C1(c3ccccc3)C(=O)C2(c2ccccc2)C(c2ccccc2)=C1c1ccccc1 (configuration not stated) | -9 | -0.2 | -13 | -0.1
CCOC(=O)c1cnc(SCc2cccc(F)c2)nc1N | -5 | 0.3 | -75 | 0.0
COC(=O)/C(=C/c1ccccc1)NC(=O)c1ccccc1OC | 1 | 0.2 | 5 | -0.3
Cc1nnc(SCc2cc([N+](=O)[O-])cc3c2OCOC3)n1Cc1ccccc1 | 1 | 1.3 | -4 | -0.1
CC(NC(=O)c1ccc(N2CCC(N3CCOCC3)CC2)cc1)c1ccccc1 (configuration not stated) | 0 | -1.4 | -2 | 0.1
CCOc1ccc(-n2cc(C(=O)NCc3ccco3)c3cc(OC)c(OC)cc3c2=O)cc1 | -5 | -1.7 | 9 | -0.1
Cc1cc(N2CCCCC2)nc2ccc(NC(=O)c3cc(-c4ccco4)nc4ccccc34)cc12 | 7 | 0.9 | 4 | 0.6
Cc1sc2ncn(CC(=O)NCCCC(=O)Nc3cccc(C(F)(F)F)c3)c(=O)c2c1C | 14 | -0.9 | 17 | 0.5
CCN(CC)CCNC(=O)c1ccccc1I | 11 | 0.9 | 5 | 0.2
COC(=O)CN1C(c2cc(OC)c(OC)c(OC)c2)Nc2ccc(Br)cc2C1c1ccccc1 (configuration not stated) | 20 | -1.5 | 4 | 0.5
CCn1cc(CNC(=O)CCC2(Cc3ccc(OC)c4ccccc34)CCC(=O)N2)cn1 (configuration not stated) | 15 | 0.0 | 1 | 0.1
COc1ccc(CC(=O)Nn2c(-c3ccccc3)nc3ccccc3c2=O)cc1 | -10 | -0.5 | -1 | 0.0
COc1ccc(/C=N/NC=O)c(OC)c1 | 0 | 1.5 | 8 | -0.2
COc1cc(/C=C2\SC(NC(C)=O)=NC2=O)cc(Br)c1O | -18 | -0.5 | 2 | -0.1
CCOC(=O)C1CCN(c2cc(C)nc3cc(-c4ccc(OC)cc4)nn23)CC1 | 6 | 2.2 | 7 | -0.1
Cc1cc(Cl)ccc1OCC(=O)N1CCc2ccccc21 | 6 | 2.1 | -48 | -0.2
COC(=O)C1=C(C)NC(=O)NC1C1CC=CCC1 (configuration not stated) | 4 | 2.4 | 14 | 0.1
Cc1cccc(N(CC(=O)NC(C)(C)C)S(=O)(=O)c2ccc(Cl)cc2)c1 | -1 | 4.2 | -2 | -0.2
COc1ccccc1N1CCN(C(=O)COc2cccc(C)c2C)CC1 | 18 | 0.3 | 4 | -0.2
CCN(Cc1ccccc1)C(c1cc2cc(OC)ccc2[nH]c1=O)c1nnnn1CCOC (configuration not stated) | 12 | -1.3 | 5 | 0.2
COc1ccccc1OCCCC(=O)NC(C)c1ccccc1 (configuration not stated) | 2 | 2.3 | 5 | 0.0
COc1cc2nc(NC(=O)c3cccc(C)c3)sc2cc1OC | 1 | -0.1 | -10 | 0.1
O=C1CC(c2nc3ccccc3n2CC(O)COc2ccccc2)CN1c1ccccc1 (configuration not stated) | -1 | 1.9 | 18 | -0.3
O=C1CCc2cc(NC(=O)C3(c4ccc(F)cc4)CC3)cc3c2N1CC3 | -1 | 1.5 | 8 | 0.0
CCCNc1nc(Nc2ccnn2C)nc2nc[nH]c12 | 1 | 0.1 | 0 | 0.1
Cc1ccc(C)c(Nc2nc3nonc3nc2N2CCOCC2)c1 | 23 | -1.3 | 3 | 0.6
CCOc1ccc(N2CC(C#N)=C3c4cc(OC)c(OC)cc4CCN3C2)cc1 | 9 | 3.2 | 0 | 0.7

A different layout for part of the listing above.
| molecule | MITF primary | GPR151 ag | TEAD-YAP inh | FBW7 act |
| --- | --- | --- | --- | --- |
| Cc1ccc(C)c(Cc2c(C)nc3nc(SCC(=O)NCc4ccccc4)nn3c2C)c1 | 17 | -1.2 | 5 | 0.3 |
| CCOc1ccc(-n2cc(C(=O)NCc3ccco3)c3cc(OC)c(OC)cc3c2=O)cc1 | -5 | -1.7 | 9 | -0.1 |
| CCCNc1nc(Nc2ccnn2C)nc2nc[nH]c12 | 1 | 0.1 | 0 | 0.1 |
| CC(NC(=O)c1ccc(N2CCC(N3CCOCC3)CC2)cc1)c1ccccc1 (configuration not stated) | 0 | -1.4 | -2 | 0.1 |

The results go on:
SMILES | MITF primary | GPR151 ag | TEAD-YAP inh | FBW7 act
COc1ccccc1-c1csc(NC(=O)c2cc(OC)c(OC)c(OC)c2)n1 | i | -0.3 | 12 | -0.1
CC1=C(C(=O)Nc2ccc(F)cc2)C(c2sccc2C)C2=C(CCCC2=O)N1 (configuration not stated) | 2 | -0.2 | 3 | 0.0
O=C1CCCC2=C1C(c1cccc(F)c1)C1=C(CCCC1=O)O2 | 3 | 0.8 | -7 | 0.5
NC(=O)c1cc2ccccc2oc1=Nc1ccc(Oc2ccccc2)cc1 | 5 | 1.1 | -2 | 0.0
NS(=O)(=O)c1ccc(CCNC(=O)CN2C(=O)C3C4C=CC(C4)C3C2=O)cc1 (configuration not stated) | 14 | 8.1* | 6 | 0.2
CCOc1ccc(/C(O)=C2\C(=O)C(=O)N(c3nc(C)c(C(=O)OC)s3)C2c2ccc(C(C)(C)C)cc2)cc1C (configuration not stated) | -2 | 0.5 | 2 | -0.1
O=C(CNc1ccc(Cl)cc1)N/N=C/c1ccccc1O | 9 | -1.0 | 7 | 0.0
COc1ccc(-n2c(=O)c3ccccc3n(Cc3ccccc3C#N)c2=O)c(OC)c1 | -1 | 0.0 | 4 | -0.1
CCCNC(=O)C1CCN(S(=O)(=O)c2cc(Cl)ccc2Cl)CC1 | 5 | 0.8 | -9 | -0.1
N#CC1=C(N)OC2=C(C(=O)CCC2)C1c1ccc([N+](=O)[O-])o1 (configuration not stated) | 32 | 0.6 | 10 | 0.0
N#CCCN1CCN(CN2CCN(CN3CCN(CCC#N)CC3)C2=S)CC1 | 16 | 0.2 | -1 | 0.3
c1ccc(N2CCN(c3nc(Nc4ccc(N5CCOCC5)cc4)c4ncn(-c5ccsc5)c4n3)CC2)nc1 | 20 | 0.1 | 38* | 0.1
O=C1C(c2ccc(Cl)cc2)N(C2CCCCC2)C(=O)CN1C1CCCCCC1 (configuration not stated) | -12 | 0.5 | 1 | 0.1
CC(C)c1nnc2n1CCN(C(=O)CC1CCCCC1)CC2 | -12 | 0.1 | -9 | 0.0
CCOc1ccccc1Nc1nnc(SCC(=O)NC(CC)CC)s1 | 10 | -0.6 | 3 | 0.8
COCCNC(=O)CN(Cc1ccc(Br)cc1)S(=O)(=O)c1ccccc1 | 9 | 2.1 | -3 | 0.8
c1ccc(-c2[nH]nc3nc4ccccc4nc23)cc1 | 7 | -1.2 | -17 | -0.1
CCc1ccc(N(C2C=CS(=O)(=O)C2)S(=O)(=O)c2ccccc2)cc1 (configuration not stated) | -2 | 0.0 | 2 | -0.1
CCOC(=O)CCNC(=O)c1ccccc1Cl | -11 | -0.4 | -22 | 0.0
O=C1CS/C(=N\N=C\c2ccccc2OCC2=CCC(F)C=C2)N1 (configuration not stated) | -1 | 1.2 | -25 | -0.1
Cc1nc(-c2cccc(NC(=O)c3ccc([N+](=O)[O-])cc3)c2)cs1 | -6 | 0.9 | -6 | 0.0
C=CCN(C(=O)c1ccccn1)C(C(=O)NCc1ccccc1)c1ccccc1F (configuration not stated) | 5 | -0.4 | 9 | 0.0
COc1cc([N+](=O)[O-])ccc1NC(=O)c1cc(-c2ccccc2)nc2ccccc12 | -9 | -0.8 | -11 | 0.0
CCCCCC(=O)Nc1ccc2oc(-c3cccnc3)nc2c1 | -1 | 0.3 | -31 | -0.2
CCNC1=N[C@@H]2[C@@H](O)[C@H](O)[C@@H](CO)O[C@@H]2S1 | 1 | 3.0 | / | /
CC/C(C)=N/NC(=O)C(Cc1ccccc1)NC(=O)c1ccccc1 (configuration not stated) | 2 | 0.7 | 0 | 0.1
CCNC(=O)C1Cc2ccccc2N1S(=O)(=O)c1ccc2c(c1)OCCO2 (configuration not stated) | 42 | -0.5 | 0 | -0.1
COc1ccccc1NC(=O)c1ccc(C#N)cc1F | -9 | -0.5 | 0 | 0.1
Fc1ccc(CNc2ncnc3c2cnn3-c2ccccc2)cc1 | -4 | 0.2 | -11 | -0.1
COc1ccc(CC(=O)NNC2CC(=O)N(c3ccc(Br)cc3)C2=O)cc1 (configuration not stated) | 11 | 0.2 | 5 | -0.1
COc1ccc(C(=O)C(CCCCC(CN2CCOCC2)C(=O)c2ccc(OC)cc2)CN2CCOCC2)cc1 (configuration not stated) | 11 | 0.0 | -1 | -0.1
OC1CCCN(Cn2nc(-c3ccco3)oc2=S)C1 (configuration not stated) | -2 | 3.2 | 6 | 0.1
O=C(Nc1c2c(nn1-c1ccc(F)cc1)CS(=O)(=O)C2)c1ccccc1I | 9 | -0.4 | -26 | 0.1
CC(C(O)c1ccccc1)N(C)S(=O)(=O)c1ccc(Cl)cc1 (configuration not stated) | 18 | -2.6 | 10 | 0.2
O=C1N/C(=C/c2ccc3c(c2)OCCO3)C(=O)N1c1ccccc1 | -20 | 4.1 | -42 | -0.2
COCCn1c(SCC(=O)NCc2ccccc2)nnc1C(C)C | 3 | -0.7 | 1 | -0.1
Cc1ccc(S(=O)(=O)N(CC(=O)NCCSc2ccc(Cl)cc2)c2ccccc2C)cc1 | 11 | 0.7 | 7 | 0.4
CCOc1ccc(S(=O)(=O)Nc2ccccc2C(C)=O)cc1 | -1 | 0.2 | 4 | 0.1
CCCCN(CC)C(=O)c1sc2ncn(CC(=O)Nc3ccc(OC)cc3)c(=O)c2c1C | 9 | -1.1 | 3 | 0.0
O=C(CN1C(=O)C(=O)N(C2CCCC2)C1=O)Nc1ccc2ccccc2c1 | -5 | 0.9 | 8 | -0.1
O=C(Cc1cccc(Cl)c1)NCC1CCC2(CCN(C(=O)c3ccncc3)CC2)O1 (configuration not stated) | -4 | 0.8 | 6 | 0.1
COCCN(Cc1cc2ccc(C)cc2[nH]c1=O)C(=O)c1ccc(OC)c(OC)c1 | 30 | -1.2 | 2 | 0.4
O=c1c(-c2cccc(Cl)c2)c(C(F)(F)F)oc2c(CN3CCCCC3)c(O)ccc12 | -4 | 1.7 | 0 | 0.0
O=C(Nc1ccc2[nH]c(=O)[nH]c2c1)c1ccc(OCc2ccccc2)cc1 | 8 | 1.2 | 1 | -0.1
